RGS4 act = potentiators or activators of RGS4; HEK293 M3R/inducible RGS4, carbachol calcium flux Fluo4; stronger effect = lower value; B-score at 10 µM; hit rate 0.92% among 310,000;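 active = B-score of the integrated calcium signal more than 4 SD below the library mean, with starting fluorescence not abnormally high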;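 note: negative B-score means reduced calcium response which marks RGS4 activation or potentiation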
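Assay system: Inducible-RGS4 HEK293 cells carrying M3 receptor | Schedule: Compound preincubation 20 min at room temperature before agonist | Signal: Kinetic calcium fluorescence imaging with Fluo4-AM dye, 2 µM | Read-out basis: B score from integrated fluorescence ratio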
TRPC4 inh = inhibitors of mouse TRPC4 channel. hit rate 0.39% among 300,000. HEK293 TRPC4beta/mu-opioid, DAMGO-evoked Fluo4 calcium flux; stronger effect = lower value. B-score at 10 µM;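 active = B-score over 3 SD under the library average, no early fluorescence shift, positive overall ratio signal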
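Assay system: Stable TRPC4beta/mu-opioid receptor HEK293 cells | Reagent: DAMGO in two steps, submaximal then maximal | Compound dosing: Single concentration per test compound | Signal: Fluo4 Ca2+ flux fluorescence | Evaluation: Per-well B score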
MrgX1 antag = antagonists of human MrgX1 receptor; Q96LB2; MRGX1-HEK293 calcium flux, Fluo-4, BAM8-22 antagonism; stronger effect = lower value; B-score at 10 µM; hit rate 1.3% among 310,000; AID 588676;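 active = calcium-response B-score plate-corrected more than 3 library SD below zero, starting fluorescence within 5 deviations, no agonist response on first addition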;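 note: peak minus trough fluorescence over baseline after final BAM8-22 challenge near maximal dose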
TRPC6 act = mouse TRPC6 channel activation. hit rate 0.13% among 310,000. HEK293-TRPC6 membrane potential dye fluorescence; stronger effect = higher value. AID 2550. B-score at 10 µM;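 active = B-score of the integrated fluorescence ratio above library mean plus 3 SD, and starting fluorescence ratio within library mean plus 5 SD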;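 note: higher score means more depolarization so channel activation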
Target sequence (Q61143 whole entry, looked up): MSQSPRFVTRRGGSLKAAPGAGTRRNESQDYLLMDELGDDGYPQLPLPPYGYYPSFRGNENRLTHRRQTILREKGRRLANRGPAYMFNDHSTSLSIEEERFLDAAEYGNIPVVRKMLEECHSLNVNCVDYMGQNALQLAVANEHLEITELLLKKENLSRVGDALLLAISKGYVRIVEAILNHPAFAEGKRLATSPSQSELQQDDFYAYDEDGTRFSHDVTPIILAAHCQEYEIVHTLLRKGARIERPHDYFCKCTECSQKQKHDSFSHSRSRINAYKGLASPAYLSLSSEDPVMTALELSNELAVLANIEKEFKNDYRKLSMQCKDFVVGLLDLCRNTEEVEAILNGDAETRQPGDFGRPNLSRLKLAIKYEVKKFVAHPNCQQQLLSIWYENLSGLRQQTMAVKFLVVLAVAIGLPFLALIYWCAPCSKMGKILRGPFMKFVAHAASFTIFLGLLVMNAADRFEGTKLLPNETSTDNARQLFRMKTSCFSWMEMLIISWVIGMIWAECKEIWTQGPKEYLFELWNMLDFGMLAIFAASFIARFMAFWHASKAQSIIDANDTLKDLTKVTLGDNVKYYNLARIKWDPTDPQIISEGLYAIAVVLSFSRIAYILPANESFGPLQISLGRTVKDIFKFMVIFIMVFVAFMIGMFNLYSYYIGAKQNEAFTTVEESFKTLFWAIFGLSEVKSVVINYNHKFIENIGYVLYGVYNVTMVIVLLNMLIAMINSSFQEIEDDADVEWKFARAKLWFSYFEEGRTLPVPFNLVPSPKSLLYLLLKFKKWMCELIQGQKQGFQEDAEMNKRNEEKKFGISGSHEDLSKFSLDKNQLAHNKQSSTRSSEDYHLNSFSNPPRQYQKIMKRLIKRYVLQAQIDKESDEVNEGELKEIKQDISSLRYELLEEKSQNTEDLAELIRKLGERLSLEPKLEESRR
RGS4 block = inhibitors of human RGS4. P49798. HEK293 M3R/RGS4 inducible, Fluo-4 calcium flux; stronger effect = higher value; triggered by carbachol at its EC20. B-score at 10 µM. hit rate 0.45% among 310,000. AID 463165;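 active = B-score, a plate-corrected calcium signal, over three deviations above library mean, with baseline fluorescence within five deviations of library mean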;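 note: RGS4 expression induced by doxycycline in cells with stable M3 receptor; B-score is computed from the integrated fluorescence ratio over baseline after carbachol; higher B-score means a larger calcium signal and so more RGS4 inhibition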
Target sequence (P49798 whole entry, looked up): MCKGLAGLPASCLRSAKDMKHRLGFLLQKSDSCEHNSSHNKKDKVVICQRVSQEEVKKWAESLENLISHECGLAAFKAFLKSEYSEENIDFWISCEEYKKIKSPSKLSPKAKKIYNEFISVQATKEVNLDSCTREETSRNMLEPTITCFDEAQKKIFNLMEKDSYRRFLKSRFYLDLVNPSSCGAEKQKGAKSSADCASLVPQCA
MrgX1 allo act = allosterically activates human MrgX1 receptor signaling; Q96LB2; MrgX1-HEK293, Fluo-4 calcium flux, FDSS; stronger effect = higher value; B-score at 10 µM; hit rate 0.63% among 310,000;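 active = plate-corrected calcium response at least 3 library SD above typical, normal starting fluorescence, not activating the receptor alone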;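 note: compound read alongside a low EC10 to EC30 dose of BAM8-22 agonist; peak minus trough fluorescence over baseline measured at the second addition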
SKKanGAS inh = blocks kanamycin growth of S. pyogenes SKKanGAS strain; BacTiter-Glo, 6 h; inhibition, % at 7.5 µM; hit rate 1.3% among 300,000; AID 1662;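 active = mean replicate score, as percent of positive control median, at least 50; inconclusive = mean below 50 but one replicate at or above 50; inactive = mean and every replicate below 50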;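 note: strain carries kanamycin resistance gene driven by streptokinase promoter and grows in 40 µg/ml kanamycin; loss of luminescence reflects streptokinase promoter inhibition or plain growth inhibition; 0% = median of DMSO wells and 100% = positive control at its reference dose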
TRPC6 inh = blocks the mouse TRPC6 cation channel | AID 2553 | hit rate 1.1% among 310,000 | Q61143 | B-score at 10 µM | HEK293-TRPC6, membrane potential dye, ACh-evoked depolarization; stronger effect = lower value;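 active = B-score under library mean minus 3 SD, initial fluorescence not abnormally high, positive integrated signal ratio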;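 note: B-score derived from integrated fluorescence ratio over the kinetic read; more negative B-score means stronger inhibition of depolarization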
Platelet DG rel = modulates dense granule release in human platelets | human platelet-rich plasma, SFLLRN dense granule ATP release, luminescence | inhibition, %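 (compounds screened at 7.5 µM in platelet-rich plasma)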 | hit rate 0.22% among 300,000;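 active = mean replicate score, as percent of positive control, at or above 50; inconclusive = mean below 50 but at least one replicate at or above 50; inactive = mean and every replicate below 50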
HIF activator = HIF pathway transcriptional activation; U2OS HRE-luciferase reporter, luminescence; normalized: DMSO 0%, desferrioxamine 100%; hit rate 0.32% among 300,000; activation, % at 7.5 µM (by protocol);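 active = mean activation of at least 10% of the iron chelator positive control signal, with at least half of replicates also reaching 10%; inconclusive = mean and replicate majority disagree about reaching 10%; inactive = mean and most replicates under 10%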
MrgX1 ag = agonists of human MrgX1 receptor. MrgX1-HEK293 cells, Fluo-4 calcium fluorescence, agonist mode; stronger effect = higher value. B-score at 10 µM. hit rate 0.44% among 310,000;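 active = calcium response B-score plate-corrected fluorescence ratio at least 3 library SD, with starting fluorescence B-score inside 5 SD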
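System – MrgX1-expressing HEK293 cells · Incubation – cells plated overnight, dye loaded 0.5 h 37 °C, 0.5 h room temperature · Technique – kinetic Fluo-4 NW fluorescence of intracellular calcium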
* marks the source's active call; other numbers are inactive results; i = inactive; u = inconclusive; x = no result given. An unsorted share of the library; any-hit rate near 6.1%.

SMILES | RGS4 act | TRPC4 inh | MrgX1 antag | TRPC6 act | RGS4 block | MrgX1 allo act | SKKanGAS inh | TRPC6 inh | Platelet DG rel | HIF activator | MrgX1 ag
Cn1c(=O)c2c(nc(N3CCN(Cc4ccccc4)CC3)n2CC(=O)c2ccccc2)n(C)c1=O | i | i | i | i | i | i | -1 | i | -2 | 0.1 | i
Cn1c(=O)c(=O)n(C)c2cc(S(=O)(=O)N3CCCC3C(=O)Nc3ccc(F)cc3)ccc21 (centres undefined) | i | i | i | i | i | i | -4 | i | 9 | 0.2 | i
Cn1c(CCNC(=O)OC(C)(C)C)n[nH]c1=S | i | i | i | i | i | i | -3 | i | -2 | -0.6 | i
CCCCc1nnc(NC(=O)c2cccc(S(=O)(=O)N3CCN(C)CC3)c2)s1 | i | i | i | i | i | i | 1 | i | -5 | -0.1 | i
Cc1[nH][nH]c(=O)c1C=Nc1ccc(C(F)(F)F)cc1 | i | i | i | i | i | i | 0 | i | 1 | 0.7 | i
COc1ccc(NC(=O)N2CCCC(c3nc(-c4ccc(F)cc4)no3)C2)cc1 (centres undefined) | i | i | i | i | i | i | x | i | 13 | 1.1 | i
O=C1c2cc(F)ccc2OC2(CCNCC2)C12CC(c1ccccc1)=NO2 (centres undefined) | i | i | i | i | i | i | -1 | i | 1 | -0.3 | i
Cc1ccccc1CN(c1ccc(C(=O)N2CCc3ccccc3C2)cc1)S(C)(=O)=O | i | i | i | i | i | i | 0 | i | -2 | 0.9 | i
CS(=O)(=O)N1CCN(c2ccc([N+](=O)[O-])c(NCc3ccccc3)c2)CC1 | i | i | i | i | i | i | 7 | i | 8 | -0.2 | i
CCCC/C(C)=N/NC(=O)NC1CCCCC1 | i | i | i | i | i | i | 2 | i | 1 | 0.2 | i
Cc1ccc(S(=O)(=O)N2CCOC23CCN(C(=O)C(=O)NCc2ccccc2)CC3)cc1 | i | i | i | i | i | i | -3 | i | -1 | 1.3 | i
CC1Nc2ccccc2C(=O)N1NS(=O)(=O)c1ccccc1 (centres undefined) | i | i | i | i | i | i | 1 | i | 9 | -0.2 | i
Cc1nonc1NC(=O)N1CCCC1 | i | i | i | i | i | i | 0 | i | 11 | 0.6 | i
CCN(CC)C(=O)CSc1nc2ncc(Br)cc2[nH]1 | i | i | i | i | i | i | -12 | i | -28 | 0.1 | i
COc1ccc(-c2nnc(N3CCOCC3)c3ccccc23)cc1 | i | i | i | i | i | i | 4 | i | -4 | 2.4 | i
CCOc1ccccc1N1CC(C(=O)N2CCOCC2)CC1=O (centres undefined) | i | i | i | i | i | i | 15 | i | -6 | -19 | i
O=C(OC(C(=O)NCc1ccc2c(c1)OCO2)c1ccc(Cl)cc1)c1ccco1 (centres undefined) | i | i | i | i | i | i | 1 | i | 1 | -0.3 | i
Cc1ccc(S(=O)(=O)N2CCCC(C(=O)NC3CC3)C2)cc1 (centres undefined) | i | i | i | i | i | i | -1 | i | 2 | 0.0 | i
COc1ccccc1-c1c(C)nn2c(N)c(-c3ccc(Cl)cc3)cnc12 | i | i | i | i | i | i | 6 | i | 8 | 1.5 | i
COc1ccc(NC(=O)COc2ccc3c(c2)OCO3)cc1 | i | i | i | i | i | i | 2 | i | 0 | -3.2 | i
O=C(NC(=S)N1CCN(Cc2ccccc2)CC1)c1ccco1 | i | i | i | i | i | i | 10 | i | 21 | 0.5 | i
O=C1c2ccccc2C(=O)N1c1nc2nccc(-c3ccccc3)n2n1 | i | i | i | i | i | i | -1 | i | 0 | -0.6 | i
Cc1noc(C)c1S(=O)(=O)N(CC(=O)NC1CCCC1)c1ccc(C(C)C)cc1 | i | i | i | i | i | i | 1 | i | 21 | -0.5 | i
CCOC(=O)c1c(C)oc2c1cc(O)c1ccccc12 | i | i | i | i | i | i | 3 | i | 12 | 2.6 | i
COc1ccc(NC(=O)c2cncc(Br)c2)cc1S(N)(=O)=O | i | i | i | i | i | i | -1 | i | 7 | -0.5 | i
CC1(C)Cc2c(C#N)c(SCCO)nc(N3CCOCC3)c2CO1 | i | i | i | i | i | i | 6 | i | 3 | 0.2 | i
COc1ccc(C(c2oc(CO)cc(=O)c2O)c2oc(CO)cc(=O)c2O)cc1 | i | i | i | i | i | i | 0 | i | 10 | 0.0 | i
c1cncc(CNc2nc(N3CCOCC3)nc(N3CCOCC3)n2)c1 | i | i | i | i | i | i | 1 | i | 6 | -0.3 | i
COc1ccc(-c2cc(C(F)(F)F)nc(SCC(=O)Nc3ccc4c(c3)OCO4)n2)cc1 | i | i | i | i | i | 9.2* | 4 | i | 5 | 0.4 | i
CN(C)c1ccc(C2Nc3cccc4cccc(c34)N2)cc1 | i | i | i | i | i | i | 8 | i | -2 | -1.7 | i
CC(NC(=O)COc1ccc(S(=O)(=O)N2CCCC2)cc1)c1ccccc1 (centres undefined) | i | i | i | i | i | i | 0 | i | -2 | -0.3 | i
Clc1ccc(N/N=C/c2ccncc2)cc1Cl | i | i | i | i | i | i | 3 | i | 0 | -0.9 | i
COC(=O)/C=C/C(=O)N1CCN(c2cccc(Cl)c2)CC1 | i | i | i | i | i | i | -4 | i | -3 | 0.6 | i
Cc1ccccc1N1C(S)=C(C#N)C(=O)NC1c1ccco1 (centres undefined) | i | i | i | i | i | i | 1 | i | 3 | -0.8 | i
O=C(/C=C/NCc1ccc(F)cc1)c1ccccc1 | i | i | i | i | i | i | 5 | i | -3 | 0.3 | i
Cc1ccc([N+](=O)[O-])cc1S(=O)(=O)n1ccnc1C | i | i | i | i | i | i | 0 | i | 2 | -0.1 | i
CC1CCC(NC(=O)c2ccc(CS(=O)(=O)Cc3ccccc3F)o2)CC1 (centres undefined) | i | i | i | i | i | i | 3 | i | u | -0.1 | i
COCCNC(=O)COc1ccc(C)c(C)c1 | i | i | i | i | i | i | -3 | i | -8 | -0.3 | i
Nc1c(C(=O)NC2CCCC2)c2nc3ccccc3nc2n1N | i | i | i | i | i | i | -1 | i | -10 | 1.0 | i
CCCCn1c(N)c(N(CC)C(=O)c2cc3c(s2)CCCCC3)c(=O)[nH]c1=O | i | i | i | i | i | i | -8 | i | 1 | -0.1 | i
COC(=O)c1sccc1NC(=O)/C=C/c1ccc(Cl)cc1 | i | i | i | i | i | i | -6 | i | -26 | 1.0 | i
Cc1c([N+](=O)[O-])ccc(S(=O)(=O)N2CCC(C(N)=O)CC2)c1C | i | i | i | i | i | i | 5 | i | 7 | -0.1 | i
Cc1ccc(SCc2cc(=O)[nH]c(N3CCN(C)CC3)n2)cc1 | i | i | i | i | i | i | -21 | i | 4 | 0.1 | i
Cc1nc(NC(=O)c2cnccn2)ccc1Br | i | i | i | i | i | i | -1 | i | 6 | -10 | i
COCCNC(=O)C(NC(=O)C1CCC(C)CC1)C(C)C (centres undefined) | i | i | i | i | i | i | 3 | i | 17 | -0.8 | i
CNC(=O)c1[nH]cnc1C(=O)Nc1ccccc1OC | i | i | i | i | i | i | -10 | i | -13 | -0.3 | i
N#CC1=C(N)SC(N)=C(C#N)C1c1ccoc1 | i | i | i | i | i | i | 10 | i | -7 | -0.5 | 37*
O=C(O)Cc1cn(-c2ccccc2)nc1-c1ccccc1 | i | i | i | i | i | i | 3 | i | 8 | -0.6 | i
O=C(c1ccc(Cl)c(S(=O)(=O)N2CCCC2)c1)N1CCN(c2ccccc2F)CC1 | i | i | i | i | i | i | -7 | i | -13 | -0.3 | i
COc1ccccc1NC(=O)c1ccc2nc(C)c(C)nc2c1 | i | i | -8.1* | i | i | i | 1 | i | -6 | 0.3 | i

Next section.
SMILES | RGS4 act | TRPC4 inh | MrgX1 antag | TRPC6 act | RGS4 block | MrgX1 allo act | SKKanGAS inh | TRPC6 inh | Platelet DG rel | HIF activator | MrgX1 ag
COC(=O)N1CCc2c(sc(NC(=O)C3COc4ccccc4O3)c2C(N)=O)C1 (centres undefined) | i | i | i | i | i | i | -5 | i | 23 | 1.9 | i
OC1CC(c2ccco2)NC2(CCCCC2)C1 (centres undefined) | i | i | i | i | i | i | 5 | i | -7 | 1.0 | i
COc1cc([N+](=O)[O-])ccc1-c1ccc(C(=O)Nc2ccc(NC(C)=O)cc2)o1 | i | i | i | i | i | i | 2 | i | -10 | -0.4 | i
CCc1noc(C)c1C(=O)NNC(=O)c1cc(OC)c(OC)c(OC)c1 | i | i | i | i | i | i | -9 | i | -10 | 0.2 | i
CCOC(=O)C1(CC)CC(CSc2nc3ccccc3[nH]2)OC1=O (centres undefined) | i | i | i | i | i | i | -3 | i | 1 | 0.4 | i
CC(=O)N1c2ccccc2Nc2ccccc21 | i | i | i | i | i | i | 2 | i | 4 | 0.7 | i
O=C(NNC(=O)c1ccc(S(=O)(=O)N2CCOCC2)cc1)c1ccccc1 | i | i | i | i | i | i | 5 | i | 3 | -0.3 | i
O=C(N/N=C/c1cc([N+](=O)[O-])c(N2CCOCC2)cc1N1CCOCC1)c1cccnc1 | i | i | i | i | i | i | -2 | i | 4 | -0.5 | i
O=C(Cn1cc2c(n1)CCCC2)Nc1cc(-c2cccc(Cl)c2)no1 | i | i | i | i | i | i | 4 | i | 1 | 0.9 | i
O=C(NNc1c([N+](=O)[O-])cc(C(F)(F)F)cc1[N+](=O)[O-])c1ccco1 | i | i | i | i | i | i | 0 | i | -10 | -0.4 | i
Cn1c(=NC(=O)c2ccccc2[N+](=O)[O-])sc2cccc(F)c21 | i | i | i | i | i | i | -5 | i | 1 | 2.4 | i
CC(=O)Nc1ccc(NC(=O)CSc2nnc(NC(=O)C3CC(=O)N(c4ccccc4)C3)s2)cc1 (centres undefined) | i | i | i | i | i | i | 13 | i | 14 | 0.1 | i
CC(C)N(Cc1nc(-c2ccccc2)no1)C(=O)C1CCCCC1 | i | i | i | i | i | i | -7 | i | -10 | 0.1 | i

Gathered by group, the compounds so far containing two or more sulfur atoms
SMILES | RGS4 act | TRPC4 inh | MrgX1 antag | TRPC6 act | RGS4 block | MrgX1 allo act | SKKanGAS inh | TRPC6 inh | Platelet DG rel | HIF activator | MrgX1 ag
CCCCc1nnc(NC(=O)c2cccc(S(=O)(=O)N3CCN(C)CC3)c2)s1 | i | i | i | i | i | i | 1 | i | -5 | -0.1 | i
CC(=O)Nc1ccc(NC(=O)CSc2nnc(NC(=O)C3CC(=O)N(c4ccccc4)C3)s2)cc1 (centres undefined) | i | i | i | i | i | i | 13 | i | 14 | 0.1 | i
